Assay outcomes (PubChem)
UPR XBP1 act: activators of adaptive arm of unfolded protein response (XBP1); AID 463104; activation, % at 20 µM; actives 0.33% (n = 330,000); CHO-XBP1 luciferase reporter, IRE1-XBP1 UPR activation, luminescence; percent of tunicamycin response, DMSO as zero;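 active means versus positive control, 20 µM dose yields 30% or more activation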;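 further: 100% = tunicamycin at 10 µg/mL and 0% = DMSO only wells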
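Material: CHO-XBP1 cells stably carrying IRE1-XBP1-driven luciferase reporter / Amount: 1000 cells per well / Compound: 20 µM, 1% DMSO / Times: 6 h treatment, 37 °C / Detection: luciferase luminescence / Measure: % activation of reporter signal versus tunicamycin and DMSO controls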
Gli-Sufu antag: Gli-Sufu pathway antagonism; Sufu-KO-LIGHT fibroblasts, Gli luciferase reporter luminescence; inhibition, % at 5 µM; actives 0.74% (n = 340,000);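 active means inhibition above about 55%, limit read from the data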;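 further: 0% = DMSO-treated cells and 100% = wells with medium but no cells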
Mdm2-MdmX inh: human Mdm2/MdmX binding inhibition | actives 3% (n = 330,000) | inhibition, % at 8 µM | O15151+Q00987 | SaOS-2 split-luciferase Mdm2/MdmX complementation, luminescence | AID 485346;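 active means inhibition of at least 50% at 8 µM in the primary screen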
CCR6 antag: CCR6 (human) receptor antagonism. AID 493098. CHO-K1 CCR6 PathHunter beta-arrestin, luminescence, CCL20-stimulated. inhibition, % at 20 µM. P51684. actives 0.49% (n = 340,000);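 active means compounds whose inhibition of the agonist-driven luminescence signal at 20 µM reaches about 50%, limit read from the data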;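 further: cells stimulated with CCL20 at 14 nM final; plate controls were DMSO with CCL20 for no effect and DMSO without agonist for full effect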
Target sequence (P51684 whole entry, looked up): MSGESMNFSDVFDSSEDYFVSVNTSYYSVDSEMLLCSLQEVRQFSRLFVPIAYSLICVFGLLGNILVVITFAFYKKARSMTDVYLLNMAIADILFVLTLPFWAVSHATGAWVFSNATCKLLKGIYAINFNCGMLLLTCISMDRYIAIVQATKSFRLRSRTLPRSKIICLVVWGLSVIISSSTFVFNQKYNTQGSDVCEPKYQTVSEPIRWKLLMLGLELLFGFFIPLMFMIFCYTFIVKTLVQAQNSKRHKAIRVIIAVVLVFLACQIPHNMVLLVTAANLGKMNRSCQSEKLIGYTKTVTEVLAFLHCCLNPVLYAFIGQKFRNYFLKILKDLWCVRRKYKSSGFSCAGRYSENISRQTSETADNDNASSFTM
EBI2 block: EBI2 (human) antagonism. inhibition, % at 5 µM. EBI2 beta-arrestin recruitment, luminescence, 7a,25-OHC stimulated. P32249. actives 0.81% (n = 360,000); in the data active means inhibition above about 38%;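 further: enzyme fragment complementation signal reports receptor beta-arrestin coupling in cells; 0% = agonist plus DMSO wells and 100% = wells without agonist; some results beyond the cut were filed as inactive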
Target sequence (P32249 whole entry, looked up, the tested form may be a part): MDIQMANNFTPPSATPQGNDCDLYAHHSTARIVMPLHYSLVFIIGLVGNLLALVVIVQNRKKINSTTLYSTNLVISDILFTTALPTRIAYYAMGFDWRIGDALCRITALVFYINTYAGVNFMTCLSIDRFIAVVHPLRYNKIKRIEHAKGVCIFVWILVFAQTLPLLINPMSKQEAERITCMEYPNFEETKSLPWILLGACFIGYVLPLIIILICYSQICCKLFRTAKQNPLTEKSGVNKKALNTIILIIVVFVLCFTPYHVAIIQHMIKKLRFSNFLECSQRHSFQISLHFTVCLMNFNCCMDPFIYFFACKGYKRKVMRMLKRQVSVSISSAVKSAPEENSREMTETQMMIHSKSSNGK
UPR CHOP act: apoptotic UPR (CHOP) activation. CHO-CHOP luciferase reporter, luminescence; percent of tunicamycin response over DMSO baseline. actives 0.34% (n = 330,000). activation, % at 10 µM. AID 449763;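 active means at 10 µM dose, activation of 40% or more, normalized to positive control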;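 further: 100% = tunicamycin at 10 µg/mL and 0% = DMSO alone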
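Dosing – one dose, 10 µM in 0.5% DMSO · System – CHO-CHOP cells, stable luciferase reporter of PERK-eIF2a-CHOP signalling · Input – 500 cells/well · Control set – tunicamycin 10 µg/mL final as positive, DMSO-only wells as negative · Timing – 6 h compound treatment, 37 °C · Measure – % activation vs tunicamycin · Technique – luminescence read with Steady-Glo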
697 NFkB inh: inhibitors of the PMA/ionomycin-induced NF-kB reporter in 697 B cells | 697 B-cell NF-kB luciferase reporter, 16 h | inhibition, % at 4 µM | actives 0.33% (n = 330,000); in the data active means inhibition above about 35%
Jurkat NFkB inh: inhibitors of the PMA/ionomycin-induced NF-kB reporter in Jurkat cells; inhibition, % at 4 µM; actives 0.53% (n = 330,000); PMA/ionomycin-induced NF-kB luciferase reporter, luminescence; in the data active means inhibition above about 50%
CXCR6 block: CXCR6 (human) receptor inhibition; CHO-K1 PathHunter CXCR6 beta-arrestin, luminescence; inhibition, % at 20 µM; AID 602244; actives 0.36% (n = 360,000); in the data active means inhibition above about 34%, passing the limit was not always enough;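 further: antagonist mode with CXCL16 agonist at 10 nM final; 0% = 10 nM CXCL16 with DMSO and 100% = unstimulated wells without agonist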
Target sequence (O00574 whole entry, looked up): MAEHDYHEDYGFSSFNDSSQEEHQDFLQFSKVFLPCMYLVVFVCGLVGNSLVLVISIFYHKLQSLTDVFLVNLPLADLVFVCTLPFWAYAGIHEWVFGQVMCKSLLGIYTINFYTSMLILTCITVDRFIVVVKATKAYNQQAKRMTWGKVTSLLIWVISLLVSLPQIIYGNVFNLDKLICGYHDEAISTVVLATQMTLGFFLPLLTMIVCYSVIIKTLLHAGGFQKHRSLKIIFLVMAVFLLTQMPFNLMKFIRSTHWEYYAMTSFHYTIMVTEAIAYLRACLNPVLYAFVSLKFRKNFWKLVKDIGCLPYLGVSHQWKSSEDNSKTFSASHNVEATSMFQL
* hit, by the source's call; / = no result given. An unsorted share of the library, and some 5% of all compounds hit somewhere here.

Start of the data: the first 2 compounds, to show the layout:
SMILES | UPR XBP1 act | Gli-Sufu antag | Mdm2-MdmX inh | CCR6 antag | EBI2 block | UPR CHOP act | 697 NFkB inh | Jurkat NFkB inh | CXCR6 block
CC(C)CN(C(=O)COC(=O)c1cc2ccccc2oc1=O)C1CCS(=O)(=O)C1 (configuration not stated) | 0.9 | / | -10.9 | / | / | -1.6 | -0.3 | -4.3 | /
O=C(Nc1nc2ccccc2n1CCN1CCOCC1)c1cn(-c2ccccc2)nc1-c1ccccc1 | -1.4 | 7.9 | 50.9* | 8.9 | 3.0 | -1.9 | -60.5 | -33.9 | 3.1

The listing, from the start:
SMILES | UPR XBP1 act | Gli-Sufu antag | Mdm2-MdmX inh | CCR6 antag | EBI2 block | UPR CHOP act | 697 NFkB inh | Jurkat NFkB inh | CXCR6 block
CC(C)CN(C(=O)COC(=O)c1cc2ccccc2oc1=O)C1CCS(=O)(=O)C1 (configuration not stated) | 0.9 | / | -10.9 | / | / | -1.6 | -0.3 | -4.3 | /
O=C(Nc1nc2ccccc2n1CCN1CCOCC1)c1cn(-c2ccccc2)nc1-c1ccccc1 | -1.4 | 7.9 | 50.9* | 8.9 | 3.0 | -1.9 | -60.5 | -33.9 | 3.1
Cc1cc(NC(=O)CSc2nnc(-c3c[nH]c4ccccc34)n2-c2ccc(F)cc2)no1 | 4.1 | -10.1 | 27.5 | -5.1 | -5.9 | 5.6 | -8.5 | 0.0 | -2.1
CC(Oc1ccc(C(=O)c2ccccc2)cc1)C(=O)N1CCOCC1 (configuration not stated) | -2.0 | -2.1 | -24.9 | 1.9 | 0.9 | 0.7 | 3.2 | 10.8 | -5.1
CCOc1cccc(N(C(=O)CNC(=O)c2ccco2)C(C(=O)NCC2CCCO2)c2ccccc2)c1 (configuration not stated) | -2.0 | -0.5 | -15.2 | 10.1 | -1.3 | 1.7 | 5.5 | -1.0 | -8.1
Cn1c(SCC(=O)N2CCCC2)nc2cccnc21 | -2.0 | -6.0 | 24.0 | 7.5 | 3.2 | -0.6 | -1.3 | -6.4 | -6.1
CCCc1n(CC)c2ccccc2[n+]1CC(O)COC1CCCCC1 (configuration not stated) | -0.5 | 42.7 | -13.6 | 10.0 | -3.6 | 1.2 | 3.2 | 14.8 | -6.1
COc1ccc2c(c1)C(C)=CC(C)(C)N2S(=O)(=O)c1ccc(Br)cc1 | / | 59.1* | / | 28.3 | 13.1 | / | / | / | 4.7
O=C(Cc1csc(-c2ccccc2)n1)NCc1ccc(F)cc1 | 1.6 | 1.4 | -24.5 | 8.3 | -1.9 | 2.4 | -9.4 | -7.1 | 7.8
Cc1c(Cl)cccc1NC(=O)CCN1CCC(C(N)=O)CC1 | -2.6 | 57.2* | -1.6 | 1.2 | -9.6 | 4.7 | 14.9 | 2.7 | -8.0
N#Cc1ccccc1Sc1ccccc1C(=O)Nc1ccccc1 | -2.3 | -8.0 | 2.9 | -8.1 | -8.7 | 1.4 | 15.6 | -1.0 | 13.1
O=C(CCCC(=O)N1CCN(c2ccccc2F)CC1)N1CCN(c2ccccc2F)CC1 | -1.3 | -90.6 | 3.5 | -6.0 | 7.1 | 2.0 | -1.4 | -6.9 | -1.3
Cc1ccc(CS(=O)Cc2ccc(C(=O)NC3CCCCC3)o2)cc1 (configuration not stated) | -6.2 | -30.8 | 1.6 | 2.5 | 5.8 | -0.8 | -25.0 | -17.8 | 1.0
CCOc1ccc2nc(NC(=O)C3CCN(S(=O)(=O)c4cnc[nH]4)CC3)sc2c1 | 0.2 | -11.4 | -13.9 | 1.8 | -9.8 | 1.4 | -4.2 | -7.0 | 0.4
O=C(COc1ccccc1[N+](=O)[O-])N1CCC(Cc2ccccc2)CC1 | -3.5 | 1.2 | -9.3 | 7.1 | 8.7 | -2.1 | -1.9 | 3.6 | -9.6
O=[N+]([O-])c1cccc(C=NN2CCCCCC2)c1 | / | -67.9 | / | 28.6 | 1.3 | / | / | / | 6.1
CCC(C(=O)OCC(=O)Nc1ccc(SC(F)F)cc1)c1ccccc1 (configuration not stated) | / | -14.3 | / | 20.8 | 3.2 | / | / | / | -18.6
Nc1nc(-c2ccccc2)ns1 | / | 2.5 | / | 5.2 | -4.7 | / | / | / | 0.9
COc1cc(C2C3C(C)N(C)C(=O)N(C)C3N(C)C(=O)N2C)ccc1O (configuration not stated) | -5.8 | 2.8 | 25.3 | -16.9 | -8.4 | -2.3 | 13.3 | 1.8 | 3.0
CCOC(=O)N1CCN(C(=O)c2ccc(CS(=O)(=O)c3c(Cl)cccc3Cl)o2)CC1 | -1.4 | 1.5 | -8.1 | -1.9 | -9.9 | -0.7 | -0.8 | -11.8 | 2.4
COc1ccc(/C=C(/NC(=O)c2ccccc2Cl)C(=O)O)cc1 | -0.9 | 31.9 | -4.0 | 6.9 | -11.2 | -1.2 | -3.7 | -10.9 | -4.6
O=C(Cn1nc2n(c1=O)-c1ccccc1SC2)N/N=C/c1ccncc1 | -2.7 | 10.4 | -28.6 | -7.7 | -3.3 | 3.2 | 19.2 | 11.8 | 3.2
CCOc1ccc(-c2nc(CSCC(=O)NC3CC3)c(C)o2)cc1 | -14.1 | 89.8* | -3.3 | 8.1 | 2.3 | -10.9 | 98.6* | -0.5 | -4.1
O=C(CSCc1ccco1)NC1CCCC1 | -2.2 | 9.7 | 9.3 | 7.5 | -11.8 | 0.7 | -7.7 | -8.3 | -10.3
O=C(NCCc1c[nH]c2ccccc12)/C(=C\c1cccnc1)NC(=O)c1ccccc1Br | -0.9 | -9.4 | 16.9 | -14.4 | -18.7 | 1.1 | 8.5 | -1.0 | -9.9
O=C(COc1ncnc2ccc(Br)cc12)Nc1ccc(N2CCOCC2)cc1 | -0.7 | 9.0 | 11.7 | 11.3 | 3.7 | -0.5 | 7.6 | 7.3 | -1.8
Cn1nnc(NC(=S)NC(=O)c2ccccc2)n1 | 12.2 | 2.2 | 16.1 | 45.4 | -10.2 | 1.8 | 1.4 | 5.5 | 25.0
CC(C)On1c(SCC(=O)N(C)C)nc2ccccc2c1=O | 4.0 | 7.4 | -1.7 | 5.9 | / | 0.5 | -3.2 | -6.0 | /
Cc1cccc(NC(=O)CSCC(=O)Nc2ccc(N3CCOCC3)cc2N2CCOCC2)c1 | / | -3.2 | / | 0.2 | 3.7 | / | / | / | -5.7
COc1ccc(C(=O)C2CCCN(C(=O)c3cc4nc(C)cc(C)n4n3)C2)cc1F (configuration not stated) | -1.9 | -0.5 | 17.8 | -5.1 | 1.7 | 1.0 | 8.6 | -7.6 | 2.6
CC(C)c1ccc(OCC(=O)Nc2cccc3c2CCCC3)cc1 | -0.9 | 2.2 | 0.9 | -13.7 | 2.9 | 0.3 | 21.5 | 5.4 | -1.3
CCOC(=O)C1C(=O)OC(C)(C)C1C(C)C(=O)c1ccc(C)cc1 (configuration not stated) | -1.1 | 0.3 | -19.5 | 4.5 | 7.0 | -1.7 | 19.1 | 7.0 | -2.7
O=C(Nc1cccc2ccccc12)NC1Cc2ccccc2C1 | 0.8 | 0.1 | 78.8* | 8.4 | -6.6 | 0.4 | 19.0 | 8.6 | -8.3
CCc1ccc(Nc2cc(C)nc3nc(C)nn23)cc1 | 2.0 | -3.7 | -6.5 | -0.8 | -13.9 | 0.9 | 15.1 | -1.5 | 8.6
COc1ccccc1NS(=O)(=O)c1ccc(C)c(NC(=O)c2c(C)noc2C)c1 | -0.5 | -16.8 | 11.6 | -3.7 | 17.4 | 2.6 | -4.3 | 3.8 | -3.0
COc1ccc(N(C)S(=O)(=O)c2cccc(C(=O)Nc3cc(OC)ccc3OC)c2)cc1 | -3.4 | 6.9 | 28.3 | 20.3 | 5.8 | 5.3 | -2.4 | -19.5 | -6.1
CCOC(=O)C1CCCCN1C(=O)/C(=C/c1ccc(OC)cc1)c1ccc(OC)c(OC)c1 (configuration not stated) | -3.7 | 7.6 | 9.0 | 12.3 | 9.0 | 0.9 | 3.8 | -6.3 | -0.4
CC1CC(=O)C2=C(C1)Nc1ccccc1N=C2 (configuration not stated) | -1.8 | -1.1 | 35.2 | 4.4 | -2.5 | -1.6 | 2.9 | 5.1 | -8.9
COc1ccc(CNC(=O)Cc2ccc(OC)c(S(=O)(=O)N3CCOCC3)c2)cc1 | -1.8 | -4.5 | -17.1 | 4.5 | -1.0 | 0.6 | 1.3 | -3.5 | -2.6
CC(C)(C)c1[nH]nc2c1C(c1ccccc1OC(=O)N1CCOCC1)C(C#N)=C(N)O2 (configuration not stated) | -3.8 | 10.1 | 14.0 | 0.8 | 0.9 | -0.6 | 17.8 | 9.0 | 4.0
Cc1nc(Oc2ccccc2)c2ccsc2n1 | 3.8 | 3.1 | 0.1 | 5.1 | -2.8 | -0.1 | -20.9 | -22.5 | 0.7
O=C(O)CCc1ccc(-c2ccc(Cl)cc2)n1CC(=O)O | -4.1 | -5.3 | 12.5 | -10.3 | -5.8 | 1.1 | -1.8 | -10.1 | 6.2
COC(=O)c1ccc2c(c1)C(=O)/C(=C/c1ccc(C)cc1)O2 | -0.6 | -33.3 | -47.4 | -15.8 | 4.1 | 1.6 | -19.2 | -41.5 | 0.4
Cc1nc2c(C(=O)NCc3ccc4c(c3)OCO4)c[nH]n2c(=O)c1Cl | -1.1 | 0.3 | 13.6 | -6.3 | -0.4 | -0.1 | 2.9 | -10.9 | -1.0
O=S(=O)(c1ccc(NC(=S)Nc2ccccc2)cc1)N1CCOCC1 | -3.7 | -3.5 | 5.1 | 22.6 | -10.5 | 0.7 | 2.1 | -10.4 | 1.0
CC(=O)c1ccc2noc(-c3cccc(F)c3)c2c1 | -2.7 | -15.5 | 4.0 | -13.6 | -13.7 | -1.5 | -16.6 | -12.1 | -12.0
CC(C)CN1CCN(Cc2cccn2-c2ccccn2)CC1CCO (configuration not stated) | -0.5 | 8.5 | 4.2 | 9.0 | 6.2 | -0.2 | 32.6 | -1.1 | 6.4
C[C@H]1CCC[C@@]2(O[C@@H](CCO)C[C@H](O)[C@H]2O)O1 | 1.6 | 5.2 | -19.7 | -6.2 | -11.2 | -0.3 | 22.1 | 0.6 | -10.7
O=C1CCc2cc(S(=O)(=O)Nc3ccc(F)cc3)cc3c2N1CC3 | 4.1 | -6.1 | -3.9 | -15.2 | -18.8 | -2.6 | 7.0 | 8.8 | 0.7
CCOc1ccccc1NC(=O)/C(C#N)=C/c1c(C)nn(-c2ccccc2)c1Cl | 1.0 | 5.9 | -2.2 | -11.2 | 22.7 | -1.5 | 3.2 | -0.4 | 3.5
COC(=O)C1CCN(c2ccc([N+](=O)[O-])cc2)CC1 | 0.3 | -2.2 | -9.3 | 8.6 | -4.0 | 0.8 | 24.0 | -10.7 | 5.5

Reformatted in markdown: 4 of the compounds above.
| Molecule | UPR XBP1 act | Gli-Sufu antag | Mdm2-MdmX inh | CCR6 antag | EBI2 block | UPR CHOP act | 697 NFkB inh | Jurkat NFkB inh | CXCR6 block |
| --- | --- | --- | --- | --- | --- | --- | --- | --- | --- |
| O=S(=O)(c1ccc(NC(=S)Nc2ccccc2)cc1)N1CCOCC1 | -3.7 | -3.5 | 5.1 | 22.6 | -10.5 | 0.7 | 2.1 | -10.4 | 1.0 |
| CC(=O)c1ccc2noc(-c3cccc(F)c3)c2c1 | -2.7 | -15.5 | 4.0 | -13.6 | -13.7 | -1.5 | -16.6 | -12.1 | -12.0 |
| CC(C)CN1CCN(Cc2cccn2-c2ccccn2)CC1CCO (configuration not stated) | -0.5 | 8.5 | 4.2 | 9.0 | 6.2 | -0.2 | 32.6 | -1.1 | 6.4 |
| C[C@H]1CCC[C@@]2(O[C@@H](CCO)C[C@H](O)[C@H]2O)O1 | 1.6 | 5.2 | -19.7 | -6.2 | -11.2 | -0.3 | 22.1 | 0.6 | -10.7 |
